ERG-DNA inh: qHTS for Small Molecule Inhibitors of the ERG Ets/DNA interaction; Transcriptional regulator ERG (Homo sapiens), P11308; fluorescence polarization, His-ERG Ets domain / labelled DNA; Potency, µM (doses to about 76.9 µM), without a hit: at the top dose FP activity, negative = inhibition, actives largely listed as inhibitors; hit rate 0.028% among 370,000; AID 624246, 2012; active = well fitted inhibition curve with a large enough effect in the polarisation, with a control signal flat; inconclusive = small, poorly fitted or top-dose-only effect, or effect the other way, or a change in a side signal; inactive = no such curve, though single readings can be large or run the other way; the % refers to the polarisation;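 note: polarization taken with two DNA probes labelled with fluorescein and Texas red; potency is the fitted concentration of half-maximal effect; % of control where 0% means no effect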
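His-tagged ERG Ets domain (1 uM in the protein solution; 300mM KCl, 50mM Tris-HCl, 1mM EDTA, 1mM DTT, pH 7.5) received compound, then a probe mix of 5 nM fluorescein-DNA and 100nM Texas-615-DNA. Fluorescence polarization was read for both dyes.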
Pol eta inh: qHTS for Inhibitors of Polymerase Eta | DNA polymerase eta (Homo sapiens), Q9Y253 | hit rate 1.2% among 390,000 | Potency, µM (titrated, usually from 114 µM), without a hit: at the highest dose activity change, negative = inhibition, hits mostly inhibitors | recombinant Pol eta, fluorescent DNA replication assay; note: potency is the fitted concentration of half-maximal effect; % is set by controls: 0 for no effect and ±100 for the full control effect
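Pol eta (10 nM) was preincubated with compounds for 15 min at room temperature, after which fluorescent replication substrate (50 nM final) was added to start the reaction. Fluorescence was read kinetically at 0 and 10 min.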
RGS4 inhibitor: Inhibitors of Regulator of G Protein Signaling (RGS) 4: qHTS. Regulator of G-protein signaling 4 (Homo sapiens), P49798. Transcreener GDP fluorescence polarization, RGS4-accelerated GTP hydrolysis. Potency, µM (series often up to 114 µM), for inactives: top-dose activity change, negative = inhibition, most hits filed as inhibitors. hit rate 0.039% among 390,000; note: potency is the fitted concentration of half-maximal effect; % is set by controls: 0 for no effect and ±100 for the full control effect; nearly all actives have a fitted effect of over 75% in size; some results filed as inactive show a strong effect at the top dose
Target sequence (P49798 whole entry, looked up): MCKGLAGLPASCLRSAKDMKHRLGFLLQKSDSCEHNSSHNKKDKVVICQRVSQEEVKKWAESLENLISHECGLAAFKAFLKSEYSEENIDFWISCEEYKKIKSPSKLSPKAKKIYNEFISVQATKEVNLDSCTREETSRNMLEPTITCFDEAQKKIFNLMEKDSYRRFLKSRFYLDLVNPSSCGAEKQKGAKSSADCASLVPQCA
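MLSMR compounds (23 nl, pin-transferred) preincubated 10 min at room temperature with a 500nM (2x) first reagent, then RGS4 at 900nM (2x) plus Transcreener GDP mix added; fluorescence polarization (620/688 nm) read before and after 90 min at 30 °C.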
APE1 inh: qHTS Assay for Inhibitors of the Human Apurinic/apyrimidinic Endonuclease 1 (APE1); DNA repair nuclease/redox regulator APEX1 (Homo sapiens), P27695; recombinant APE1, TAMRA/BHQ-2 abasic DNA cleavage fluorescence; Potency, µM (series often up to 65.8 µM), without a hit: at the highest dose activity change, negative = inhibition, hits mostly inhibitors; hit rate 0.35% among 350,000; AID 2517, 2012;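 note: potency is the fitted concentration of half-maximal effect; plate controls were vehicle for no effect and reference inhibitor for full effect; nearly all actives have a fitted effect of over 55% in size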
Target sequence (P27695 whole entry, looked up): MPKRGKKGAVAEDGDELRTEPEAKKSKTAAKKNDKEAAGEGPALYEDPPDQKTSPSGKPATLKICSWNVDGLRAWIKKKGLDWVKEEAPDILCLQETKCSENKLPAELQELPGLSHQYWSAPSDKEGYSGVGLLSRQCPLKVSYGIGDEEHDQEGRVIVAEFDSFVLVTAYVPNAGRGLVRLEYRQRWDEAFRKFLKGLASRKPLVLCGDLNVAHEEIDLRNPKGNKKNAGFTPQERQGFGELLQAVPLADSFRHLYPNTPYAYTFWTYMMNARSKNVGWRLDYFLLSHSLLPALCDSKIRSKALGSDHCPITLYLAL
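Step 1: APE1 (0.75 nM) with compound, 15 min RT. Step 2: add 50 nM fluorophore/quencher THF duplex. Step 3: three fluorescence reads 60 s apart (525/598 nm); read 3 minus read 1 = reaction progress.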
POLB inh: qHTS Assay for Inhibitors of DNA Polymerase Beta. AID 485314, 2010. hit rate 1.3% among 340,000. Potency, µM (highest dose often 114 µM), for the others: at the highest dose activity change, negative = inhibition, hits mostly inhibitors. Pol beta primer extension/strand displacement, fluorescence kinetic. P06746; note: potency is the fitted concentration of half-maximal effect; % is set by controls: 0 for no effect and ±100 for the full control effect
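Pol beta (10 nM) and compounds were preincubated 15 min at room temperature, then 50 nM substrate (final) started primer extension/strand displacement. Reads were taken at 0 and 10 min; concentration-response data were fitted to a four-parameter Hill equation.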
Anesthetic bind: qHTS Assay for Identification of Novel General Anesthetics | Ferritin light chain (Equus caballus), P02791 | apoferritin/1-aminoanthracene competitive binding, fluorescence | Potency, µM (series often up to 77.5 µM), without a hit: top-dose activity change, negative = displacement, most hits filed as inhibitors | hit rate 0.074% among 350,000 | AID 485281, 2010; note: potency is the fitted concentration of half-maximal effect; % is set by controls: 0 for no effect and ±100 for the full control effect; nearly all actives have a fitted effect of over 20% in size
Target sequence (P02791 2-175 limits assumed): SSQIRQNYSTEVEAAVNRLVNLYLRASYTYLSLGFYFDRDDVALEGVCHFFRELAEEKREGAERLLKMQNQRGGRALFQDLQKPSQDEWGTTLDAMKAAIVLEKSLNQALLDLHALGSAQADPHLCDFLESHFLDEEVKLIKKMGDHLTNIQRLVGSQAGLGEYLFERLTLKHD
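Steps: apoferritin (10 uM) was premixed with half-saturated 1-AMA in PBS, compounds were pin-transferred, plates stood 10 min at room temperature, fluorescence was read at 380/535 nm, and curves were fitted with a Hill equation.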
12-LOX inh: Primary qHTS assay for inhibitors of human arachidonate 12S-lipoxygenase (ALOX12): Round 2 | AID 1671190, 2021 | purified 12hLO, xylenol orange hydroperoxide absorbance | hit rate 1.1% among 580,000 | Potency, µM (series often up to 108 µM), for inactives: at the highest dose activity change, negative = inhibition, usual class: inhibitors; note: potency is the fitted concentration of half-maximal effect; % is set by controls: 0 for no effect and ±100 for the full control effect
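Hydroperoxide product was detected by ferrous iron/xylenol orange as the 573 to 405 nm absorbance ratio. Arachidonic acid at 40 uM (final) was turned over for 30 min at room temperature by 150 nM human 12hLO, pH 7.0 Hepes buffer, after 15 min compound preincubation.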
Pol kappa inh: qHTS for Inhibitors of Polymerase Kappa | DNA polymerase kappa (Homo sapiens), Q9UBT6 | purified Pol kappa, fluorescent DNA synthesis assay, 10 min | Potency, µM (highest dose often 107 µM), for the others: at the highest dose activity, negative = inhibition, most hits filed as inhibitors | hit rate 0.53% among 400,000 | AID 588579, 2011; note: potency is the fitted concentration of half-maximal effect; % is set by controls: 0 for no effect and ±100 for the full control effect
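Fluorescent qHTS in 1536-well format: enzyme (10 nM) and compound sat 15 min at room temperature before 50 nM substrate (final) was added. Signal taken at 0 and 10 min; no-enzyme buffer wells were negative controls.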
LDHA block: qHTS assay for inhibitors of human lactate dehydrogenase; hit rate 0.15% among 480,000; L-lactate dehydrogenase A chain (Homo sapiens), P00338; AID 1347041, 2019; purified LDHA, NADH/diaphorase-resazurin fluorescence; hits give low values; activity change, % (values are at about 110 or 230 µM); in the data active = activity change below about -30%; inconclusive = mostly about -25% to -30%;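 note: plate controls were DMSO wells for no effect and wells without enzyme for full effect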
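Resorufin fluorescence (ex540/em590), read at 0 and 20 min after diaphorase/resazurin addition, reports the NADH left after a 5 min room-temperature reaction of 2 nM human LDH5 with 0.06 mM NADH and 0.2 mM pyruvate.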
* = called active by the depositor; ? = inconclusive; . = not tested or not shown; [ ] = another dose, or the depositor's remark. Unless noted, calls come from the whole dose curve; as a rule, active = well fitted curve in the direction sought with a large enough effect; inconclusive = small, poorly fitted or top-dose-only effect, or another doubt; inactive = no such curve, though single readings can be large; an effect the other way counts as inactive or inconclusive.

cpd | ERG-DNA inh | Pol eta inh | RGS4 inhibitor | APE1 inh | POLB inh | Anesthetic bind | 12-LOX inh | Pol kappa inh | LDHA block | SMILES
1 | -1% | 8% | 15% | -11% | 31% | -4% | -5% | -1% | -14 | Cc1ccc(NC(=O)c2sc(N)nc2-c2ccc([N+](=O)[O-])cc2)cc1C
2 | -1% | -28% | -53% | -1% | -7% | -20% | ? | -8% | 3 | Clc1ccc(/C(Cc2nc3ccccc3[nH]2)=N\Nc2ccccc2)cc1
3 | 1% | -7% | -7% | -4% | 1% | -9% | 21% | -4% | -9 | COCCNC(=O)CN(c1ccccc1OC)S(C)(=O)=O
4 | . | -10% | 11% | 11% | -1% | -13% | 1% | -9%[60.1 µM] | -13 | CCOc1ccc(Nc2ncnc(N)n2)cc1
5 | 3% | -24% | -20% | . | -1% | 95%[activator] | 1% | -14% | 0 | Clc1ccc(NCc2nc3ccccc3n2CCOc2ccccc2)cc1
6 | 8% | -14% | 4% | 1% | -9% | -1% | 271%[activator] | -1% | -3 | CCCN(CCC)C(=O)Cn1c(=O)n(CCCCC(=O)NC2CCCC2)c(=O)c2ccccc21
7 | -5% | -13% | -15% | 9% | 94% | 5% | -1% | 5% | -1 | COc1ccc(CNCc2c(C(=O)N(C)C)nc3ccc(Cl)cn23)c(OC)c1
8 | -5% | -8% | -11% | 12% | 0% | -8% | . | -14% | 0 | COc1ccc(N2CCN(C(=O)c3cccc(NC(=O)c4ccco4)c3)CC2)cc1
9 | 12% | -19% | -44% | -5% | 1% | -9% | ? | -5% | 1 | Cc1ccc(-c2n[nH]c(=S)n2/N=C/c2c(C)[nH]n(-c3ccccc3)c2=O)cc1
10 | 3% | -15% | 10% | 0% | 15% | -1% | 0% | -5% | -2 | O=C(CSc1n[nH]c(-c2cccnc2)n1)Nc1ccccc1
11 | 3% | 1% | 25% | 13% | 0% | -1% | -12% | -12% | 1 | CC(C)C(=O)Nc1nnc(CCc2nnc(NC(=O)C(C)C)s2)s1
12 | 0% | -7% | 7% | 33% | -13% | -16% | -10% | -8% | -8 | O=Cc1cn(CCOc2ccccc2)c2ccccc12
13 | -13% | -4% | 4% | -10% | 20% | -12% | 0% | -3% | 2 | O=P(CCNCc1ccco1)(c1ccccc1)c1ccccc1
14 | 5% | 10% | -17% | . | ? | 8% | -6% | -6%[60.1 µM] | -15 | O=C(Cn1c(=O)oc2cc(S(=O)(=O)N3CCCC3)ccc21)Nc1ccc(OC(F)(F)F)cc1
15 | 0% | -10% | 24% | . | 89µM* | -4% | -25% | -29% | -4 | Cc1cccc(N2CCn3c2nc2c3c(=O)n(CCCc3ccccc3)c(=O)n2C)c1
16 | -2% | -12% | -3% | 5% | -8% | -14% | 188%[activator] | 3% | -6 | CC(=O)c1sc(NC(=O)c2ccccc2)nc1-c1ccccc1
17 | 4% | 7% | 8% | 8% | 60% | -10% | 3% | -7% | -4 | CN1CCN(CCCNC(=O)CN2C(=O)COc3ccccc32)CC1
18 | 5% | -20% | -28% | 4% | 4% | 30% | -6% | -4% | -7 | COC(=O)Cc1csc(/N=C/c2c(O)n(-c3cccc(C(F)(F)F)c3)c(=O)c3ccccc23)n1
19 | 10% | 11% | -48% | 24% | 0% | -16% | -9% | 1% | -10 | CC12CCC(C)(c3nc4ccccc4nc31)C2(C)C
20 | 20% | 13% | -24%[56.9 µM] | 8% | 47% | 8% | ? | -1% | -6 | Cc1ccccc1Nc1c([N+](=O)[O-])ccc2nonc12
21 | 11% | -12% | 9% | 0% | 0% | -10% | ? | 1% | -1 | CCN(CC)C(CNS(=O)(=O)c1ccc(Cl)cc1)c1ccccc1 (centres undefined)
22 | -11% | -14% | -10% | 31% | -1% | -8% | -6% | -2% | -1 | O=C(Cc1c(F)cccc1Cl)Nc1ccccc1C(=O)N1CCOCC1
23 | -2% | -5% | -7% | 20% | -9% | -14% | 0% | 3% | -9 | O=C(Nc1ccncc1)Nc1cccc(Cl)c1Cl
24 | -3% | -9% | 21% | 3% | 15% | -16% | -5% | -14% | -6 | COc1ccc(-c2csc(Cc3nnc(N4CCOCC4)n3-c3ccccc3)n2)cc1OC
25 | -9% | -20% | -9% | -1% | 27% | -4% | -3% | -8% | -3 | CN1C(=O)NC(c2ccc(Cl)cc2)C2=C1CC(C)(C)CC2=O (centres undefined)
26 | . | -2% | 34% | . | . | . | 0% | -6% | -18 | O=C(CCCC(=O)NN=Cc1ccc(Cl)cc1Cl)NN=Cc1ccc(Cl)cc1Cl
27 | -10% | -17% | -24% | -5% | 31% | -7% | -11% | 2% | -5 | O=C(C[n+]1cc(-c2ccc(F)cc2)n2c1CCC2)N1c2ccccc2Sc2ccccc21
28 | -3% | ? | 1% | ? | 32µM* | -5% | -13% | -30% | -1 | Cc1occc1C(=O)NCc1ccco1
29 | -3% | -10% | -5% | . | 9% | -12% | -20% | -9%[60.1 µM] | -5 | CCOc1cccc(C2c3[nH]c4ccccc4c3CCN2C(=O)CCC2CCCC2)c1 (centres undefined)
30 | 3% | -23% | -15% | . | -1% | ? | -17% | 1% | -1 | C=C(C)Cn1c(=O)c2c(nc3n2CCN3c2ccc(CC)cc2)n(C)c1=O
31 | -4% | -20% | -16% | -8% | 15% | -20% | 17% | -4% | -2 | COc1ccc(NC(=O)c2coc3ccccc23)cc1OC
32 | . | -13% | -23% | 0% | -4% | 44% | -26% | -5% | -1 | CCn1c(C(=O)N2CCCC(C(=O)NCCCc3ccccc3)C2)cc2sccc21 (centres undefined)
33 | 4% | -17% | ? | -5% | 30%[activator] | -5% | 8% | -4% | -2 | Cc1ccc2nc(-c3ccc(NC(=O)COC(=O)c4ccc(=O)[nH]c4)cc3)sc2c1
34 | -9% | -3% | 21% | 4% | . | . | 5% | -1% | -14 | C=CC[C@@H](CC(=O)N[C@@H](CO)Cc1ccccc1)C(=O)N[C@@H](C)COC(=O)[C@@H](CC=C)Cc1ccc(F)cc1
35 | -5% | -21% | -10% | 19% | -10% | -4% | ? | -11% | -3 | CCOc1ccc(CN(C)CC(=O)Nc2ccc(N3CCOCC3)cc2)cc1OC
36 | 20% | -18% | -3% | -5% | -13% | -17% | ? | -3% | 2 | O=C(NC(=S)Nc1cc(S(=O)(=O)N2CCOCC2)ccc1N1CCOCC1)c1ccco1
37 | 5% | -9% | -14% | 15% | 53% | 2% | -10% | 9% | -3 | Cc1cc(-c2ccccc2)nc(N(C)NC(=O)C2CC2)c1S(C)(=O)=O
38 | -8% | -13% | 2% | 4% | -22% | -21% | 13% | -5% | -2 | CC(C)(C)OC(=O)[C@H](Cc1ccccc1)NC(=O)c1[nH]cnc1C(=O)Nc1cccc(Cl)c1
39 | -15% | -9% | -15% | 13% | 17% | -1% | 0% | -13% | -4 | CC1CN(C(=O)c2ccc(NS(=O)(=O)c3ccc(F)cc3)cc2)CC(C)O1 (centres undefined)
40 | . | -11% | -8% | . | . | . | -13% | 11% | 0 | COc1c(F)cc2[nH]c3c(c2c1F)CCNC3=O
41 | -6% | -11% | 10% | 20% | -11% | ? | -10% | -13% | -5 | O=C(CCc1ccc(Oc2cc([N+](=O)[O-])cc([N+](=O)[O-])c2)cc1)N1CCCCCC1
42 | 12% | -1% | 22% | -1% | 9% | -7% | -2% | 6% | -8 | NC(=O)NCCc1ccccc1
43 | -20% | -9% | -13% | -5% | 63% | -7% | -6% | 2% | -6 | CC(=O)Nc1ccc(S(=O)(=O)N(C)CC(=O)N/N=C/c2ccncc2)cc1
44 | -13% | -4% | 17% | -7% | 0% | ? | 19% | -8% | -4 | COC(=O)c1c(NC(=O)C2CC(=O)NN2Cc2ccccc2)sc(C)c1C (centres undefined)
45 | -3% | -22% | -4% | 1% | 1% | -4% | 28µM* | 1% | -3 | CC(=O)Oc1c(C)c(OC(C)=O)c2c(c1C(C)=O)OC1CC(=O)C(C(C)=O)=C(O)C21C (centres undefined)
46 | -8% | -19% | 5% | 4% | 10% | -4% | -11% | 0% | 0 | CC(C)(C)NC(=O)c1cccc(NC(=O)Cc2cccs2)c1
47 | -4% | -14% | 4% | . | 11% | 0% | -25% | -6%[60.1 µM] | -7 | Cc1cccc(NC(=O)C(=O)NCCc2csc(-c3ccc(C(F)(F)F)cc3)n2)c1C
48 | 10% | -15% | -20% | 53%[activator] | 0% | -20% | -90% | -7% | 12 | COc1ccc(N2CCN(C(=O)c3ccccc3NS(=O)(=O)c3ccc(C)cc3)CC2)cc1
49 | -4% | 3% | 15% | -15% | 19% | -4% | -7% | -26% | -7 | NS(=O)(=O)c1ccc(CCNC(=O)c2ccncc2)cc1
50 | 3% | -26% | -22%[11.4 µM] | 2% | 28% | -10% | -10% | -12% | -4 | COC(=O)C1=C(N)Oc2cc(C)[nH]c(=O)c2C1c1ccc(Cl)cc1 (centres undefined)

A portion of the library; rates above refer to the full screens.
